High-throughput results from PubChem BioAssay.
SENP7 inh: inhibitors of human SENP7 protease; inhibition, % at 5 µM; 330,000 compounds, 1.5% hits; Q9BQF6; recombinant SENP7, Z-RLRGG-aminoluciferin luminescence, 40 min;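 active = inhibition above about 50% at the single test dose, limit read from the data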;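 note: plate controls were DMSO with enzyme for no effect and no enzyme buffer wells for full effect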
MPTP inh: permeability transition pore inhibition. AID 602449. 360,000 compounds, 1.4% hits. isolated mouse mitochondria, Ca2+ swelling absorbance, 30 min. inhibition, % at 10 µM;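 active = inhibition of 50% or more, scaled per plate between neutral and stimulator controls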;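 note: 0% = DMSO wells given calcium and 100% = 1 mM EGTA wells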
ATG4B inh: blocks human ATG4B protease cleavage of LC3 substrate; Q9Y4P1; ATG4B cleavage of LC3-PLA2, NBD-HPC fluorescence, 1 h; inhibition, % at 8.33 µM; 340,000 compounds, 0.51% hits; in the data active = inhibition above about 40%
Target sequence (Q9Y4P1 whole entry, looked up): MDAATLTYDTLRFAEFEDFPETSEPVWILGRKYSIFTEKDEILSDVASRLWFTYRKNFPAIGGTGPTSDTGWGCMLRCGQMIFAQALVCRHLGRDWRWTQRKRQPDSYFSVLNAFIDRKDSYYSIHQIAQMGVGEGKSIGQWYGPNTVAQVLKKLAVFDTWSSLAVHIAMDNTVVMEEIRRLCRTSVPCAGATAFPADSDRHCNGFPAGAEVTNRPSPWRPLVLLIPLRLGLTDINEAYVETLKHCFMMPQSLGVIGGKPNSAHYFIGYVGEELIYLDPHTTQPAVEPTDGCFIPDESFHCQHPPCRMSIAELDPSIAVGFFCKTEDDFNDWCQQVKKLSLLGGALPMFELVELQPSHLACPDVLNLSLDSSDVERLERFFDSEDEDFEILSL
SENP6 block: SENP6 protease inhibition. Q9GZR1. Recombinant SENP6 catalytic domain, aminoluciferin luminescence. inhibition, % at 10 µM. 330,000 compounds, 1.8% hits. AID 2599;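 active = inhibition above about 50% at the single tested dose, limit read from the data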;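 note: plate controls were DMSO wells with enzyme for no effect and DMSO wells lacking enzyme for full effect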
Target sequence (Q9GZR1 628-1112 limits assumed): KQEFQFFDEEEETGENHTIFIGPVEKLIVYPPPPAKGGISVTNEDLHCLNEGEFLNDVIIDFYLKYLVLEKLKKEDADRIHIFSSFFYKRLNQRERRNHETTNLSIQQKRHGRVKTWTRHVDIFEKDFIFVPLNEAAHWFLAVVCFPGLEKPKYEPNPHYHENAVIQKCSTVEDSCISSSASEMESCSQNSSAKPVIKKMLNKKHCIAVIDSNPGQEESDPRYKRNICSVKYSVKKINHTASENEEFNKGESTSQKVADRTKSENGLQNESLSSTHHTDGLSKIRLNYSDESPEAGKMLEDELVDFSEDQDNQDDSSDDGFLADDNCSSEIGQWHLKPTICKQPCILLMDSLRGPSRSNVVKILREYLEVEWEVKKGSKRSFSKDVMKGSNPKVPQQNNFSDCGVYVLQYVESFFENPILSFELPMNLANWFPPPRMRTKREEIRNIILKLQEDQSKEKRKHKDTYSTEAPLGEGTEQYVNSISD
PfG6PD inh: PfG6PD (Plasmodium falciparum) enzyme inhibition | PfGluPho enzyme, NADPH resazurin-diaphorase fluorescence | inhibition, % at 20 µM | 350,000 compounds, 0.78% hits;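 active = inhibition reaching at least a set limit at 20 µM in the primary screen, cut at about 59% in these data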;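 note: 0% = DMSO wells with substrate and 100% = DMSO wells lacking glucose-6-phosphate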
NR3A LBD binder: NR3A (human) ligand-binding domain modulation | NR3A LBD differential scanning fluorimetry, Tm shift; 0% = protein alone, 100% = glycine-bound protein | AID 1259313 | 340,000 compounds, 2.5% hits | Tm shift relative to glycine control, % at 25 µM;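 active = melting temperature shift of at least 10% of the positive control shift, at one fixed dose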
HKDC1 inhibitor: blocks human hexokinase HKDC1 activity | Q2TB90 | AID 493160 | inhibition, % at 20 µM | 340,000 compounds, 0.16% hits | recombinant HKDC1, G6PDH/diaphorase resazurin coupled fluorescence;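 active = inhibition above about 35% when tested at 20 µM, limit read from the data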;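 note: plate controls were DMSO wells with enzyme for no effect and DMSO wells lacking enzyme for full effect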
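Test system: Recombinant HKDC1 (HK5) hexokinase enzyme, produced in-house | Input: HKDC1 at 5 µg/mL | Buffer or medium: Tris pH 8.0 buffer with MgCl2, Tween-20, BSA, BME | Schedule: 90 min reaction incubation at room temperature, dark | Technique: Resazurin-to-resorufin fluorescence via G6PDH and diaphorase coupling, 525/613 nm | Controls: DMSO wells with and without enzyme mix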
SENP8 inh: blocks human SENP8 cleavage of Nedd8 substrate; recombinant SENP8, Nedd8 substrate fluorescence; inhibition, % at 20 µM; 360,000 compounds, 0.64% hits; in the data active = inhibition mostly above about 40%, no sharp cut-off; inactive = mostly below about 27%
Target sequence (Q96LD8 whole entry, looked up): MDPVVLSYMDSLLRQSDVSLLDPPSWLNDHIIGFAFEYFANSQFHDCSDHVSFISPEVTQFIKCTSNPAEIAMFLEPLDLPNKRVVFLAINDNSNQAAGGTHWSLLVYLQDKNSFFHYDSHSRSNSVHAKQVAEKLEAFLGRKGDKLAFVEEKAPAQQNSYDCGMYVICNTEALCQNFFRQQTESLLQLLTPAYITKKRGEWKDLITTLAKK
Numbers without * were called inactive; · = not tested or not shown.

Values run as follows: SENP7 inh | MPTP inh | ATG4B inh | SENP6 block | PfG6PD inh | NR3A LBD binder | HKDC1 inhibitor | SENP8 inh
CC1Cc2nc(SCC(=O)N3CCCc4ccccc43)n(C)c(=O)c2S1 (stereo unspecified)
 : 3.7 | 2.3 | -1.6 | -16.6 | 32.8 | 0.9 | 6.3 | 9.4
O=Cc1ccc(C(=O)OCC(=O)NCCC2=CCCCC2)cc1
 : 2.4 | -1.4 | 2.7 | 8.8 | 4.3 | 0.4 | -1.8 | 3.2
NS(=O)(=O)c1ccc(NC(=O)c2ccc(CNS(=O)(=O)c3cc(C(F)(F)F)ccc3Cl)cc2)cc1
 : -3.6 | 4.5 | -11.1 | -18.3 | -4.9 | 29.6* | 1.3 | 13.0
COCc1cc(=O)n2[nH]c(-c3cccs3)cc2n1
 : -7.3 | 2.9 | -9.3 | -45.9 | 30.4 | -0.6 | -1.8 | -215.1
COC(=O)c1c(-c2c(Cl)cccc2Cl)noc1NC(=O)N(C)C
 : -3.7 | 2.5 | 0.3 | -8.6 | 16.0 | 2.0 | -1.1 | 11.7
C=CCNC(=S)NNC(=O)c1cccn(Cc2cccc(Cl)c2)c1=O
 : -11.6 | 2.6 | -5.5 | -18.4 | 0.8 | -0.3 | -8.1 | -83.5
CCC(C)C(NC(N)=O)C(=O)Nc1ccc(OCc2ccccc2)cc1 (stereo unspecified)
 : 7.6 | 1.5 | 4.9 | -0.1 | -7.5 | 0.8 | -4.0 | 48.6*
CNC[C@H]1Oc2c(NS(=O)(=O)c3ccc(OC)cc3)cccc2C(=O)N([C@H](C)CO)C[C@H]1C
 : 5.2 | 0.5 | -22.6 | -0.4 | 2.9 | 0.6 | -3.3 | 14.1
N#Cc1ccc(C(=O)Nc2cc(S(=O)(=O)Nc3ccc(Cl)cc3)ccc2N2CCCCC2)cc1
 : -13.3 | 40.2 | -12.0 | -12.1 | 41.8 | 22.1* | -10.3 | 9.1
CCOC(=O)/C=C1\SCC(=O)N1CC(=O)NC(C)C
 : -4.4 | -1.6 | -0.2 | -0.8 | 1.1 | -1.3 | -7.4 | 14.6
COc1ccc(C(c2nnnn2Cc2ccccc2)N2CCN(C(=O)c3ccco3)CC2)cc1OC (stereo unspecified)
 : -7.3 | 1.1 | -2.6 | -8.9 | 2.6 | 0.9 | -6.5 | 21.7
COc1cccc(OCCOc2ccccc2OC(C)C)c1
 : -7.5 | -1.9 | -3.3 | 3.5 | 3.5 | 1.5 | -3.7 | 9.7
C=CCn1nnnc1-c1cccc(Cl)c1
 : 4.3 | 0.6 | 1.2 | 12.1 | -10.0 | -2.0 | -0.3 | 1.7
COc1ccc(-c2c(N)n[nH]c2C)cc1OC
 : 2.6 | 1.2 | -6.5 | 5.9 | 13.1 | -1.3 | -5.6 | 8.5
CCC(C)NCCOCCOc1cc(C)c(Cl)c(C)c1 (stereo unspecified)
 : 9.6 | 4.0 | -2.9 | -8.3 | -9.2 | 1.5 | -4.6 | 15.8

Gathered by group: those above with an NH in an aromatic ring.
Values run as follows: SENP7 inh | MPTP inh | ATG4B inh | SENP6 block | PfG6PD inh | NR3A LBD binder | HKDC1 inhibitor | SENP8 inh
COCc1cc(=O)n2[nH]c(-c3cccs3)cc2n1
 : -7.3 | 2.9 | -9.3 | -45.9 | 30.4 | -0.6 | -1.8 | -215.1
COc1ccc(-c2c(N)n[nH]c2C)cc1OC
 : 2.6 | 1.2 | -6.5 | 5.9 | 13.1 | -1.3 | -5.6 | 8.5

Later entries
Values run as follows: SENP7 inh | MPTP inh | ATG4B inh | SENP6 block | PfG6PD inh | NR3A LBD binder | HKDC1 inhibitor | SENP8 inh
COc1cc(NC(=O)COC(=O)c2ccc(S(=O)(=O)N3CC(C)CC(C)C3)cc2)c(C)cc1[N+](=O)[O-] (stereo unspecified)
 : 7.1 | -17.5 | 4.3 | 4.1 | -12.3 | -3.7 | -6.8 | 13.8
CSc1ncccc1C(=O)OCC(=O)c1cccs1
 : 6.0 | 0.5 | 5.9 | -12.2 | 4.7 | 1.9 | 2.5 | 10.3
Cc1occc1C(=O)N/N=C/c1cccs1
 : 83.0* | -0.9 | 3.1 | 66.8* | 1.6 | -0.9 | 12.3 | 5.7
CCN(C(=O)COC(=O)c1cc(-c2ccccc2)nc2ccc(Br)cc12)C1CCS(=O)(=O)C1 (stereo unspecified)
 : 0.6 | 0.0 | 2.9 | -5.7 | 0.8 | -3.0 | 2.2 | 12.2
Cc1cccc(N=Nc2c(C)c(C#N)c(O)[nH]c2=O)c1
 : 46.9 | 0.2 | -4.6 | 18.3 | -9.0 | -0.8 | 0.5 | 24.4
O=C1Nc2ccccc2C12OCCCO2
 : -3.0 | 0.1 | -0.5 | -3.8 | -0.9 | -2.8 | -3.6 | 20.9
CCOC(=O)c1c(C)noc1CP(=O)(c1ccccc1)c1ccccc1
 : -1.8 | 4.2 | -6.9 | -11.9 | -8.6 | -0.1 | 2.8 | 13.7
COc1cc(-c2[nH]ncc2CN2CCCC2c2nonc2C)cc(OC)c1OC (stereo unspecified)
 : -11.5 | 0.2 | -4.0 | -3.5 | -4.0 | -1.0 | -5.1 | 16.1
Cc1ccn2c(=O)c(NC(=O)COc3ccccc3)c(C)nc2c1
 : 12.7 | 0.1 | -3.8 | -5.6 | -0.3 | 1.8 | -2.9 | -208.0
CN(C)S(=O)(=O)N1CCc2ccc(NC(=O)c3ccccc3Cl)cc2C1
 : 2.4 | -0.3 | 18.9 | -1.7 | -3.7 | -0.8 | -5.1 | 0.3
COc1cccc(-n2c(SCC(=O)Nc3cc(C)on3)nc3c([nH]c4ccccc43)c2=O)c1
 : 14.4 | -3.4 | 10.2 | -15.5 | 7.0 | -2.1 | -3.9 | -1.2
Cc1cc(O)c(C(C[N+](=O)[O-])c2ccc(Cl)cc2Cl)c(=O)o1 (stereo unspecified)
 : 5.1 | -1.0 | 4.0 | -4.9 | -11.4 | -2.3 | -5.8 | 14.9
C=CCn1c(SCC(=O)c2c(C)[nH]c3ccccc23)nnc1-c1ccncc1
 : -1.7 | -0.2 | 3.2 | -25.4 | 23.9 | -3.0 | -11.1 | 12.9
CCn1c(SCC(=O)N2CCCc3ccccc32)nc2c1c(=O)n(C)c(=O)n2C
 : 5.1 | -1.5 | -3.5 | -6.6 | -18.8 | -0.5 | -7.0 | 14.6
CC1CCN(CC(=O)Nc2cccc(Cl)c2)CC1
 : 6.7 | 1.0 | 3.0 | 15.9 | -15.1 | 0.1 | -2.9 | 3.9
Cc1ccc(NC(=S)/C(=C(\[O-])c2ccc(Cl)s2)[n+]2cccc(CO)c2)cc1C
 : 3.4 | -2.1 | -10.8 | 7.3 | 17.6 | -4.1 | 6.8 | 0.7
CCOC(=O)CSc1nnc(CNC(=O)c2ccc(S(=O)(=O)N3CCCCC3)cc2)n1C
 : -5.4 | 0.4 | 3.0 | 4.3 | -4.3 | 0.4 | -10.5 | 12.6
O=C1CN(S(=O)(=O)c2cc(Cl)ccc2Cl)c2ccccc2N1
 : -7.9 | 1.8 | -5.2 | 14.4 | 16.1 | -0.8 | -3.4 | 3.1
Cc1cc(=O)oc2cc(NC(=O)Cc3ccccc3[N+](=O)[O-])ccc12
 : -1.1 | -1.0 | -3.4 | -0.5 | 13.8 | -2.9 | -6.2 | -408.6
O=C(Cc1ccc(F)cc1)Nc1ccc(Cl)cn1
 : 6.9 | -1.8 | -8.1 | -0.3 | 8.7 | -1.7 | -5.8 | 7.5
COc1cccc(/C=C2\SC(=S)N(C(C)C(=O)NC3C=CS(=O)(=O)C3)C2=O)c1 (stereo unspecified)
 : 2.4 | 0.8 | -4.5 | 5.0 | 7.2 | -2.2 | 3.9 | 19.3
Nc1nc2ccccc2n1C(=O)c1ccc(F)cc1
 : 94.1* | -0.8 | -6.1 | 93.0* | 14.7 | -0.7 | -6.0 | 6.0
CCCC1(C(=O)O)NC(c2ccccc2O)C2C(=O)N(c3cccc(Cl)c3)C(=O)C21 (stereo unspecified)
 : 4.2 | -3.1 | 7.3 | -6.2 | -12.2 | -0.2 | -8.0 | 7.9
COc1ccc(OCCCC(=O)N(CCC2=CCCCC2)c2c(N)n(Cc3ccccc3)c(=O)[nH]c2=O)cc1
 : 5.5 | -2.3 | 2.3 | 0.4 | -6.4 | -1.8 | -1.1 | 19.0
CC(C)(C)NC(=O)NC(=O)COc1ccccc1C#N
 : -8.8 | 0.4 | -9.0 | -25.3 | -0.2 | -0.2 | 2.3 | -39.6
Cc1cccc(C)c1NC(=S)NCCCN1CCCC1=O
 : 1.9 | -0.3 | 1.7 | 1.2 | -18.7 | 0.9 | -6.0 | 4.2
COc1nc(Nc2ccccc2F)nc(OC)n1
 : 6.5 | -0.8 | 4.1 | -2.3 | -15.4 | 1.6 | -6.5 | 9.7
Cc1cc(C)cc(NC(=O)N2CCCN(c3ncccc3[N+](=O)[O-])CC2)c1
 : 10.3 | 2.5 | 14.3 | 15.3 | 5.5 | -0.1 | 2.4 | 37.6
CCOc1ccc(-c2nnc(NC(=O)Cc3cc(OC)c(OC)c(OC)c3)o2)cc1
 : 4.1 | -0.2 | -4.2 | -19.6 | -1.9 | -2.5 | -3.7 | 10.4
CC(=O)c1cccc(NC(=O)CCCOc2ccc(C)cc2)c1
 : -9.6 | 1.4 | -12.4 | -23.7 | -6.5 | -2.6 | -2.2 | 12.6
CNS(=O)(=O)c1cccc(C(=O)OCCCC(=O)c2ccccc2)c1
 : 0.1 | -0.4 | -21.1 | 1.0 | 3.4 | 1.7 | -0.1 | -0.8
NC(=O)C12C(=O)NC(=O)C1(C(=O)O)C21CCCC1 (stereo unspecified)
 : · | 0.7 | 4.3 | · | -4.5 | 2.7 | -7.2 | 14.8
COc1ccc(NC(=S)N2CCN(Cc3ccccc3)CC2)c(OC)c1
 : 4.1 | 0.5 | 6.8 | -6.5 | -7.7 | 1.6 | -5.1 | 10.6
O=C(Cn1cccc1C(=O)c1ccccc1)NCCc1ccccc1
 : -10.9 | 0.8 | 3.5 | -19.0 | -5.1 | 0.0 | -2.6 | 12.3
O=C(c1cnccn1)N(Cc1cccs1)C1(C(=O)NC2CCCC2)CCCCC1
 : -5.7 | 0.8 | -8.3 | -17.7 | -12.3 | 1.0 | -0.1 | 3.8
Cn1c(=O)c2c(nc(SCC(=O)N3CCc4ccccc4C3)n2C)n(C)c1=O
 : 7.1 | 0.4 | -8.4 | -8.8 | -6.9 | 1.3 | 5.3 | 20.8
Cc1ccc(NC(=O)CCC(=O)OC(C)C(=O)c2ccccc2)cc1 (stereo unspecified)
 : -3.9 | -0.5 | 4.7 | 12.4 | -11.7 | 0.9 | -2.1 | 9.3
Cc1ccc(-n2c(=O)cc(NCc3cccnc3)[nH]c2=O)cc1
 : -7.4 | -1.8 | -4.9 | -7.1 | -5.7 | 2.1 | -4.0 | 8.7
Cc1ccc(C(=O)OCC(=O)NC(=O)c2cccn2C)cc1[N+](=O)[O-]
 : -1.0 | 0.7 | -3.4 | -19.9 | -3.7 | 2.4 | -6.5 | 16.8
O=C(COc1ccc2ccc(=O)oc2c1)Nc1ccc(CN2CCOCC2)cc1
 : 0.2 | 0.0 | -9.5 | -17.3 | 11.0 | -2.6 | 1.4 | -101.4
Cc1cc(OCc2nn[nH]n2)c2c(-c3ccccc3)cc(=O)oc2c1
 : -0.7 | 0.6 | -8.3 | -4.9 | -29.6 | 0.9 | -4.8 | -19.3
COc1cc(F)c(S(=O)(=O)N2CCOc3ccccc32)cc1OC
 : 8.0 | 0.4 | -14.3 | -9.5 | 29.2 | -2.2 | -1.6 | -2.0
Cc1onc(-c2c(F)cccc2Cl)c1C(=O)N(C)C1CCCCC1
 : 1.8 | 0.0 | -6.9 | -17.9 | 0.1 | -1.2 | -4.9 | 9.2
Cc1nc(C)c(CC(=O)N/N=C/c2ccc(O)cc2)c(=O)[nH]1
 : 5.1 | 2.5 | -12.8 | -6.0 | 3.2 | 7.7 | 4.2 | 7.4
